TLR9-MyD88 inh: inhibitors of TLR9-MyD88 association in cells, primary screen, cell-based, CHO, BLA complementation, fluorescence; CCF4 FRET ratio; inhibition, % at 4.98 µM; 340,000 compounds, 0.21% hits; AID 504734, 2011;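 active means inhibition above the mean over all tested compounds plus 3 SD, cut at about 21% in these data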;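 further: 0% = DMSO only wells and 100% = clavulanate BLA inhibitor control wells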
LMP1 NFkB inh: EBV LMP1-driven NF-kappaB luciferase reporter inhibitors, primary screen, cell-based, luminescence, single point. AID 504558, 2011. inhibition, % at 12.5 µM. LMP1-induced NF-kappaB luciferase reporter cells. 350,000 compounds, 0.69% hits; in the data active means inhibition above about 41%;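 further: 0% = neutral control wells and 100% = reference inhibitor control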
ABHD5-PLIN5 inh: ABHD5-PLIN5 interaction inhibitors, primary screen, cell lysate, split luciferase complementation, luminescence; Perilipin-5 (Homo sapiens) + 1-acylglycerol-3-phosphate O-acyltransferase ABHD5 (Homo …; Split G. princeps luciferase complementation, 4 h; inhibition, % at 4 µM; 360,000 compounds, 0.78% hits; AID 602281, 2012;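 active means inhibition above the mean inhibition across every tested compound plus 3 SD, cut at about 22% in these data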;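 further: 0% = DMSO only wells and the 100% control is not disclosed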
NCOA1 inh: SRC1 coactivator transcriptional activity inhibitors, primary screen, cell-based, luminescence; inhibition, % at 3.6 µM; AID 588354, 2011; 360,000 compounds, 0.12% hits; Nuclear receptor coactivator 1 (Homo sapiens), Q15788; HEK293 GAL4-SRC1 luciferase reporter;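 active means inhibition above the campaign mean plus 3 SD, with each screening campaign given its own cutoff, cut at about 60% in these data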;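 further: 0% = DMSO treated cells and 100% = gossypol at 36 µM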
NCOA2 inhibitor: inhibition of GAL4-SRC2 driven luciferase reporter, primary screen, SRC2 inhibitor project, cell-based, luminescence. 370,000 compounds, 0.17% hits. inhibition, % at 9 µM. HEK293 GAL4-SRC2 luciferase reporter. Nuclear receptor coactivator 2 (Homo sapiens), Q15596. AID 651957, 2012;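 active means inhibition above the mean inhibition of all tested compounds plus 3 SD, set per campaign, cut at about 52% in these data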;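 further: 0% = DMSO treated cells and 100% = cells given Gossypol at 36 µM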
NOD2 RIPK2 PPI: NOD2-RIPK2 binding disruptors in cells, primary screen, fluorescence, CHO cells, BLA complementation. CCF4 ratio. Receptor-interacting serine/threonine-protein kinase 2 (Homo sapiens), O43353. inhibition, % at 4.98 µM. 360,000 compounds, 0.38% hits; in the data active means inhibition above about 21%;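 further: 0% = vehicle only and 100% = reference blocker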
MC4R barr agon: MC4R agonists recruiting beta-arrestin, primary screen, cell-based, luminescence, agonist arm of biased-ligand search; U2OS MC4R beta-arrestin complementation; percent of melanotan II response, DMSO zero; activation, % at 8.9 µM; Melanocortin receptor 4 (Homo sapiens), P32245; AID 540308, 2011; 360,000 compounds, 0.98% hits;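 active means activation above a per-plate cutoff, the mean activation of sample wells on that plate plus 3 SD, cut at about 8% in these data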
Target sequence (P32245 whole entry, looked up): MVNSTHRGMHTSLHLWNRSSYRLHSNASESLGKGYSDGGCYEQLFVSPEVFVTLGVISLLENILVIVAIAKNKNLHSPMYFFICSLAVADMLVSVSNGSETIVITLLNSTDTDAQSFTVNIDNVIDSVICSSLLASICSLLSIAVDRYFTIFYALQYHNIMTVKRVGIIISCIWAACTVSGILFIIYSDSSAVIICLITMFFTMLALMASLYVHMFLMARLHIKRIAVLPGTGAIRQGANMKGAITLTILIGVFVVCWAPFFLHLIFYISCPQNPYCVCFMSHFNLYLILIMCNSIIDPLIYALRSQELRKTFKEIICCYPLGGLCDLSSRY
NR2F2 inh: NR2F2 transcriptional activity inhibitors, primary screen, cell-based, luciferase reporter, HEK293T, luminescence; COUP transcription factor 2 (Homo sapiens), P24468; HEK293T NGFI-A luciferase reporter; inhibition, % at 8.6 µM; 370,000 compounds, 0.7% hits;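 active means inhibition above a per-plate cutoff, mean inhibition of test wells between control levels plus 3 SD, cut at about 38% in these data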;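 further: cells cotransfected with COUP-TFII expression vector driving the NGFI-A reporter; 0% = median of COUP-TF2 test wells and 100% = reporter-only cells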
NCOA3 inh: SRC3 coactivator transcriptional activity inhibitors, primary screen, cell-based, luminescence; Nuclear receptor coactivator 3 (Homo sapiens), Q9Y6Q9; HEK293 GAL4-SRC3 luciferase reporter; inhibition, % at 3.6 µM; 360,000 compounds, 0.17% hits; AID 588352, 2011;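 active means inhibition above a per-campaign cutoff, the mean of all compounds plus 3 SD, cut at about 60% in these data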;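 further: 0% = DMSO-treated cells and 100% = gossypol-treated cells at 36 µM; higher means less SRC3-driven luciferase light from the GAL4 reporter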
LRH-1 inv ag: LRH-1 (NR5A2) inverse agonists, primary screen, cell-based, luminescence, HEK293T, StAR-luciferase reporter | Nuclear receptor subfamily 5 group A member 2 (Homo sapiens), O00482 | LRH-1 transfected, 24 h | inhibition, % at 3.6 µM | 360,000 compounds, 0.13% hits;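 active means inhibition above the mean inhibition of all tested compounds plus 3 SD, cut at about 73% in these data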;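 further: 0% = DMSO wells and 100% = reporter-only cells lacking LRH-1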
Target sequence (O00482 whole entry, looked up): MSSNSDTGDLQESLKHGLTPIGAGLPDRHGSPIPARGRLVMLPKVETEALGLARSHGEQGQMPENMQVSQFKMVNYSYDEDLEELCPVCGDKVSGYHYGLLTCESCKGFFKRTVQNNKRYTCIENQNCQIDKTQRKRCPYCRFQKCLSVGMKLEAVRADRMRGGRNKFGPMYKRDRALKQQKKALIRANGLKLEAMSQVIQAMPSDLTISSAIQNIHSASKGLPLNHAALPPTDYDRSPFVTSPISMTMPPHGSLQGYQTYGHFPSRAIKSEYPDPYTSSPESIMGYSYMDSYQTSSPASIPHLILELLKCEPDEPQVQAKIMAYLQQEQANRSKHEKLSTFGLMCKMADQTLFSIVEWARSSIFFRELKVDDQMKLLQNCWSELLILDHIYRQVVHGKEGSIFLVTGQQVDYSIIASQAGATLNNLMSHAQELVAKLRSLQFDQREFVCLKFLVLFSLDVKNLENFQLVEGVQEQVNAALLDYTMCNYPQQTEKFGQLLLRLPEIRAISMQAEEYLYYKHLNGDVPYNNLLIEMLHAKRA
MC4R antagonist: MC4R antagonists of cAMP signaling, primary screen, cell-based, TR-FRET, antagonist arm of biased-ligand search. Melanocortin receptor 4 (Homo sapiens), P32245. MC4R-expressing cells, MTII-stimulated cAMP, LANCE TR-FRET. inhibition, % at 6.5 µM. 360,000 compounds, 0.48% hits;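 active means inhibition above its plate's cutoff, the mean of tested wells on that plate plus 3 SD, cut at about 29% in these data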;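 further: 0% = Melanotan II alone and 100% = Melanotan II plus saturating MCL0020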
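Material: human MC4R-expressing U2OS cells. Probe or stimulus: Melanotan II challenge. Dosing: 6.5 µM single dose. Times: 30-min compound, 1-h challenge, 1-h detection, room temperature. Technique: TR-FRET with Eu-cAMP and labeled anti-cAMP, 671 nm. Replication: singlicate.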
An asterisk follows results filed as active; · = no result given. This is a subset; count on the stated rates, not on these rows.

SMILES	TLR9-MyD88 inh	LMP1 NFkB inh	ABHD5-PLIN5 inh	NCOA1 inh	NCOA2 inhibitor	NOD2 RIPK2 PPI	MC4R barr agon	NR2F2 inh	NCOA3 inh	LRH-1 inv ag	MC4R antagonist
CC(/C=N/N1CCN(c2ccc(C)cc2)CC1)=C\c1ccccc1	-12.0	10.9	0.6	-17.3	-7.3	-4.7	-0.6	-10.6	4.7	-0.3	6.7
COc1ccc(CNC(=O)CSc2cc(=O)n(C)c3ccccc23)cc1	-0.5	-1.9	-7.0	5.4	-49.9	-10.5	-0.3	-5.0	13.2	-27.8	-1.5
O=C(O)C1Sc2[nH]c(=O)sc2C2c3ccc(O)cc3OC(=O)C12 (stereo not given)	-3.3	3.6	-25.0	-7.4	-2.9	-7.9	0.7	-14.0	4.9	2.1	-5.6
CC(C)COc1ccc(CNC(=S)NCc2ccccc2)cc1	-8.3	8.2	-1.3	-8.2	-5.0	-6.7	0.9	-25.4	12.5	-9.0	-1.3
COc1ccc(Cn2c(-c3ccc(C)cc3)c[n+]3ccccc23)cc1	-8.5	16.8	5.5	61.2*	6.2	-0.5	-0.5	51.8*	49.8	73.1*	0.0
Cc1ccc(-n2ncc(C#N)c2/N=C/N2CCN(C)CC2)cc1	-1.1	7.7	0.2	-16.1	13.6	3.6	-0.8	6.7	18.6	10.0	0.6
O=C(CCS(=O)(=O)c1ccc(F)cc1)Nc1ccc(N2CCN(Cc3ccccc3)CC2)cc1	-4.7	2.9	5.2	5.0	-5.0	-5.7	-0.9	20.9	-11.5	-5.0	-0.4
O=C(CSc1nnc(-c2cccnc2)n1CCc1ccccc1)NCc1ccccc1	7.1	-2.5	2.9	-8.0	-7.3	-9.3	-0.6	4.5	-22.1	-29.6	-0.5
O=[N+]([O-])c1ccc(NCc2ccc(Cl)cc2)nc1	-10.6	-15.5	-9.1	-23.2	-27.2	-14.8	0.2	-12.3	-29.9	-13.9	2.5
CCOc1cc(N2CCOCC2)c(OCC)cc1NC(=O)CSc1ncccc1C(=O)O	-20.2	-2.0	0.6	16.0	-21.5	-12.2	0.2	0.0	13.1	17.5	8.9
Cc1[nH][nH]c(=O)c1C(c1ccc(-c2ccc(F)cc2)o1)c1c(C)[nH][nH]c1=O	9.1	13.3	-24.3	4.0	14.2	-8.7	-1.7	26.1	-10.6	16.0	4.1
CCCCCCn1c(C(C)O)nc2ccccc21 (stereo not given)	0.2	4.9	4.0	4.2	-0.9	0.9	-2.1	-10.3	-7.3	-2.7	10.6
COc1ccc(C(=O)Nc2n[nH]c(-c3ccncc3)n2)cc1	3.7	7.1	2.7	-1.1	-3.2	11.5	-0.1	-4.4	-12.5	-12.9	2.7
CCN(CC)c1ccc(NC(=O)c2cc(OC)cc(OC)c2)c(C)c1	15.3	2.6	-1.4	-13.1	17.2	10.8	-4.0	-44.8	5.6	15.1	-23.9
COc1cc2c(cc1OC)/C(=C/c1ccc(Cl)cc1)C(=O)OC2	6.2	10.3	10.1	2.3	-9.6	2.5	-1.1	-7.1	7.0	-20.2	-2.7
CC(=O)c1cccc(NC(=O)COC(=O)C2CCCN2C(=O)c2cccs2)c1 (stereo not given)	-0.5	0.1	3.1	3.1	3.0	-0.8	1.2	-1.8	19.3	5.3	-1.4
N#CC1=C(SCC(=O)Nc2ccccc2)NC(=O)CC1c1ccco1 (stereo not given)	0.1	-2.7	-4.8	-57.1	-38.3	-4.7	-1.1	-3.8	-83.5	-105.0	-10.2
Cc1ccc(NC(=O)CN(C)C(=O)Cn2ccsc2=N)cc1	0.6	-6.9	-0.1	-12.9	-16.2	-1.6	-1.1	11.4	19.3	4.1	-2.3
Nc1nccnc1C(=O)OCC(=O)NCCc1ccc(S(N)(=O)=O)cc1	-3.0	3.4	-11.2	-43.5	-7.5	-7.2	2.2	-6.8	-18.2	-18.6	-8.0
O=C1Nc2ccccc2/C1=C/c1ccnc2ccccc12	1.1	9.9	3.8	23.7	-14.3	-9.6	-2.0	23.0	21.5	6.1	-19.4
O=C(COc1ccc(Br)cc1)NC(=S)Nc1ccccc1N1CCOCC1	-12.7	1.0	-2.2	-14.6	-11.2	-16.1	1.5	-5.5	-4.1	-3.6	4.5
OCCC1CN(Cc2ccc(-c3ccco3)cc2)CCN1Cc1ccsc1 (stereo not given)	4.2	-10.9	3.5	9.9	-25.1	1.4	-1.4	-11.3	18.4	13.2	11.2
CC(C)(C)c1ccc(NC(=O)c2c(F)cccc2Cl)cc1	-0.8	-2.2	-0.6	0.8	-18.2	15.4	0.4	-11.1	19.9	-4.4	-0.9
O=C(/C=C/c1cccc([N+](=O)[O-])c1)NCCSCc1ccccc1Cl	-1.3	-8.8	-1.5	-3.2	2.4	-11.1	-2.2	-7.1	-2.5	16.4	0.6
CCOC(=O)c1c(C)[nH]c(C(=O)N2CCN(c3ccc(OC)cc3)CC2)c1C	-4.8	2.1	-0.1	17.7	1.8	4.4	2.6	3.9	-14.6	-0.8	9.3
CC1CCc2c(sc(NC(=O)c3ccco3)c2C(=O)O)C1 (stereo not given)	-5.2	-3.0	8.2	6.8	-45.9	-6.1	0.1	2.2	48.1	25.4	-4.3
Cc1ccc(Cl)cc1NC(=O)C(Cc1ccccc1)N1C(=O)C2C3CCC(C3)C2C1=O (stereo not given)	5.8	-3.2	-0.8	16.8	-17.3	0.7	2.0	3.9	8.3	-2.5	-1.9
Cc1ccc(/C=N/NC(=O)c2sccc2OCc2ccc(F)cc2)cc1	0.2	0.2	-5.7	-50.9	-58.9	-11.1	-0.5	-32.4	-32.0	-9.6	-23.4
Cc1ccc(-n2nnnc2SCC(=O)NC(C(=O)O)(c2ccccc2)c2ccccc2)cc1C	-3.8	2.9	5.0	6.7	0.4	4.6	-0.6	8.2	9.1	15.6	4.5
CSc1ccc(CNC(=O)C(C)n2nc(C)c3c(C)n(-c4ccccc4)nc3c2=O)cc1 (stereo not given)	-5.6	15.3	-5.4	-3.7	-10.2	-10.6	-3.4	-1.7	0.7	13.8	11.6

Compound profiles, as listed above. Order of values: TLR9-MyD88 inh, LMP1 NFkB inh, ABHD5-PLIN5 inh, NCOA1 inh, NCOA2 inhibitor, NOD2 RIPK2 PPI, MC4R barr agon, NR2F2 inh, NCOA3 inh, LRH-1 inv ag, MC4R antagonist
CC(/C=N/N1CCN(c2ccc(C)cc2)CC1)=C\c1ccccc1 as listed: -12.0, 10.9, 0.6, -17.3, -7.3, -4.7, -0.6, -10.6, 4.7, -0.3, 6.7
Nc1nccnc1C(=O)OCC(=O)NCCc1ccc(S(N)(=O)=O)cc1 as listed: -3.0, 3.4, -11.2, -43.5, -7.5, -7.2, 2.2, -6.8, -18.2, -18.6, -8.0
CCCCCCn1c(C(C)O)nc2ccccc21 (stereo not given) as listed: 0.2, 4.9, 4.0, 4.2, -0.9, 0.9, -2.1, -10.3, -7.3, -2.7, 10.6
O=[N+]([O-])c1ccc(NCc2ccc(Cl)cc2)nc1 as listed: -10.6, -15.5, -9.1, -23.2, -27.2, -14.8, 0.2, -12.3, -29.9, -13.9, 2.5

The listing continues:
SMILES	TLR9-MyD88 inh	LMP1 NFkB inh	ABHD5-PLIN5 inh	NCOA1 inh	NCOA2 inhibitor	NOD2 RIPK2 PPI	MC4R barr agon	NR2F2 inh	NCOA3 inh	LRH-1 inv ag	MC4R antagonist
Cc1nc(-c2ccc(C#N)cc2)cs1	-8.6	-3.9	6.8	-13.2	6.5	1.7	0.8	11.8	30.0	-18.9	7.9
COc1ccc([N+](=O)[O-])cc1N1C(=O)c2cccc3cccc(c23)C1=O	-3.8	14.7	0.9	-3.7	1.6	2.7	1.2	3.8	5.2	-7.9	9.6
COC(=O)c1sccc1NC(=O)c1csc2c1CCCC2	-1.6	0.9	-7.0	-11.1	·	-6.6	-1.1	·	13.3	-13.1	8.5
CCOC(=O)c1c(S(=O)(=O)Nc2ccc(CN3CCC(C)CC3)cc2)c(C)n(C)c1C	4.0	-7.1	3.6	-15.3	-18.9	-10.1	-1.3	-7.5	-9.8	-32.8	-1.7
Cc1cc(C)c2nc(N)sc2c1	-4.7	-1.2	-6.0	-14.1	-18.2	-1.1	0.2	-6.8	-15.5	-21.9	1.1
COc1ccc(CC(=O)N2CCCc3ccccc32)cc1OC	-7.8	-3.7	-10.3	-6.0	-18.6	2.1	1.9	16.5	-12.8	-27.0	17.9
CC(=O)Nc1ccc(NC(=S)NC(=O)c2oc3ccccc3c2C)cc1	3.5	3.1	1.8	5.3	3.7	-1.4	-1.5	-9.4	2.9	6.2	19.9
Cc1c(C(=O)O)sc2nc(/C=C/c3cccc(F)c3)[nH]c(=O)c12	-3.4	1.5	6.7	-5.6	0.4	-8.0	-1.4	7.1	7.9	-0.9	12.1
CCOC(=O)c1ccc2nc(NC(C)=O)sc2c1	-6.4	-14.8	1.2	-96.7	-75.0	3.6	-0.9	-54.7	-120.7	-95.8	14.8
Cc1cc(C2(c3ccc(O)c(C)c3)OC(=O)c3ccccc32)ccc1O	0.5	-2.8	-6.6	11.9	-13.7	0.4	-0.2	14.2	12.5	-2.8	4.0
O=C(CCN=C1NS(=O)(=O)c2ccccc21)OCc1cccc(Cl)c1	7.9	-3.9	10.3	0.2	-9.3	-9.1	-1.2	3.9	3.8	-9.6	1.9
O=C(NCc1ccco1)c1nc2c(nnn2Cc2ccccc2Cl)c(=O)[nH]1	-3.0	31.2	-1.6	13.3	15.9	9.8	-1.3	19.6	17.9	-23.7	5.6
C=CCOc1cccn2c(N(C)C(=O)c3ccc(OC)cc3)c(CC)nc12	·	·	-4.7	-32.2	4.7	-1.2	1.9	8.9	0.6	15.4	-1.3
Cc1ccc(OCCN2CCOCC2)cc1C	1.6	-19.4	4.2	-14.2	-23.9	4.1	0.4	-12.9	-6.3	-10.0	-5.8
N#Cc1cccc(C(=O)Nc2ccccc2C(=O)NC2CC2)c1	-1.8	-6.2	-4.0	-0.2	-19.7	-4.5	-1.8	19.4	-40.2	8.0	-0.2

High-throughput results deposited in PubChem BioAssay by several laboratories.
